OX1R antag – antagonists of human orexin 1 receptor (OX1R); O43613; OX1R-expressing cells, FRET antagonist read-out; inhibition, % at 6.6 µM; actives 1.8% (n = 330,000); in the data active = inhibition mostly above about 38%, no sharp cut-off; inactive = mostly below about 40%;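 note: 0% = agonist challenge alone and 100% = reference antagonist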
Target sequence (O43613 whole entry, looked up): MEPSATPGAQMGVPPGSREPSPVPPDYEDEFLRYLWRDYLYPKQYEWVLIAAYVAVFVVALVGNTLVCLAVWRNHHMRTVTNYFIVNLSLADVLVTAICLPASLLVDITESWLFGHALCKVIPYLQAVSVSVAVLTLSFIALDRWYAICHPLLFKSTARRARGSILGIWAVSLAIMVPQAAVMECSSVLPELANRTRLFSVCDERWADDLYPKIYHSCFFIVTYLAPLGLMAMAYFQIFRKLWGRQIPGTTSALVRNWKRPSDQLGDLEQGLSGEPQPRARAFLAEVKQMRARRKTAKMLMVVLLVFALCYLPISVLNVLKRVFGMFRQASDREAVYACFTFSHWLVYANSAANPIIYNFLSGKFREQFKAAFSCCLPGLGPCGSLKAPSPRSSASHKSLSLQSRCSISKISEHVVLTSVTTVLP
STK33 inh – blocks human STK33 kinase activity; Q9BYT3; inhibition, % at 10 µM; purified STK33, MBP phosphorylation, ADP-Glo luminescence; actives 0.073% (n = 320,000);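 active = inhibition at or above 25%, using the most active replicate where run in duplicate; inactive = inhibition below 25%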
Target sequence (Q9BYT3 whole entry, looked up): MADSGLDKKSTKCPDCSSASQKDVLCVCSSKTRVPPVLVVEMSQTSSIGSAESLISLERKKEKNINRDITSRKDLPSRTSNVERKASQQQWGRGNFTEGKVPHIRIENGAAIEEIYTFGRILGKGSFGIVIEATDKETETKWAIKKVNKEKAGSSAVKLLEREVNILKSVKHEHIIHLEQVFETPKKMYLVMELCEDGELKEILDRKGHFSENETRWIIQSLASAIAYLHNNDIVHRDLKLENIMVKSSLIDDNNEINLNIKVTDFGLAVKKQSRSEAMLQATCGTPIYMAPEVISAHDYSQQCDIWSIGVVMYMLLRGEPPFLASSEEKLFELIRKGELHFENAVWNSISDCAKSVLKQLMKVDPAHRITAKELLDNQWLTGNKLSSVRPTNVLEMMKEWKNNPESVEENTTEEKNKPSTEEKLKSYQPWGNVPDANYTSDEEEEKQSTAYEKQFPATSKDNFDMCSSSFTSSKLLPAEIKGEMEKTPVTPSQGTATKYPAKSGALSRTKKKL
* = called active by the depositor; / = not tested or not shown.

OX1R antag,STK33 inh,SMILES
15.5,-0.4,CCc1ccc(NC2=CC(=O)CC(C)(C)C2)cc1
20.4,-0.2,CC(C)C(=O)N1CCC(CN=CC2=C(O)CC(C)(C)CC2=O)CC1
30.1,-1.7,Cc1ccccc1OCCn1cc(C(=S)N2CCCC2)c2ccccc21
12.0,-0.3,CCCCCCCN=C(C)c1ccccc1O
16.6,-0.2,Cc1ccc(CNC(=O)Nc2ccccc2)cc1
6.0,0.9,CCCc1c(C(=O)N/N=C/c2c(OC)ccc3ccccc23)nnn1-c1nonc1N
3.0,-0.6,O=C(c1ccc(CS(=O)c2cccc(Cl)c2)o1)N1CCOCC1 (stereo not drawn)
14.6,0.1,COc1cc(NC(=O)COC(=O)CC(NC(C)=O)c2ccccc2)cc(OC)c1 (stereo not drawn)
10.7,-1.7,Cn1ncc(C(=O)Nc2ccc(OC(F)(F)F)cc2)c1-n1cccc1
11.7,1.1,CCN1CCN(C(=S)Nc2cc(C(=O)OC)ccc2C(=O)OC)CC1
-1.2,-1.0,CC(C)(C)c1ccc(C2=NC(=O)C(CC(=O)O)S2)cc1 (stereo not drawn)
19.8,-1.9,CC(=O)c1cccc(S(=O)(=O)NCCC(=O)Nc2ccc(S(N)(=O)=O)cc2)c1
1.9,0.4,O=c1cc(N2CCCCC2)[nH]c(=O)n1C1CCCCC1
16.8,-0.4,COc1cc(C(=O)OCC(=O)NC(=O)c2cccn2C)ccc1OC(F)F
-3.1,-2.1,COc1cc(C(=O)Nc2ncccc2C)ccc1OCC(=O)N1CCOCC1
6.5,-1.1,CC(C)COc1cccc(C(=O)NNC(=O)C2COc3ccccc3O2)c1 (stereo not drawn)
7.0,-0.3,CCc1noc(C)c1C(=O)NC1CC(C)(C)Cc2c1cnn2-c1ccccc1 (stereo not drawn)
7.5,-0.1,COc1cc(NC(=O)C(F)(F)F)cc(OC)c1
11.9,-0.2,O=C(NC1CCCCCCC1)c1ccc(CNc2c(N3CCOCC3)c(=O)c2=O)cc1
27.9,0.3,C[N+]1(CCOC(=O)C2(c3ccccc3)CCCC2)CCCCC1
14.9,0.4,CC(NC(=O)Nc1ccc([N+](=O)[O-])cc1)C(c1cccs1)N1CCCC1 (stereo not drawn)
33.8,-2.0,COc1ccc(C(=O)N2CCSC2=S)cc1OC
10.9,0.2,Cc1cc(C)cc(C(=O)NCC(=O)OCC(=O)NC2CCCc3ccccc32)c1 (stereo not drawn)
18.6,-1.8,CN1CCN(C2=C(Cl)C(=O)N(Cc3ccccc3)C2=O)CC1
5.9,0.1,CCN(CC)c1ccc(NC(=O)CN2C(=O)CC(C)(C)S(=O)(=O)c3ccccc32)c(C)c1
28.5,-1.1,Cc1[nH]c2ccc(C(=O)OC(C)C(=O)NC3CCCCC3C)cc2c1C (stereo not drawn)
/,-5.2,Cc1ccc(NC(=O)CN(CCc2ccccc2)S(C)(=O)=O)cc1
9.1,0.1,O=C(c1ccco1)N1CCN(C2CC(=O)N(c3ccccc3)C2=O)CC1 (stereo not drawn)
30.4,0.0,COc1ccc(O)c(C(=O)c2cnc3c(c2)c(-c2ccc(F)cc2)c(C#N)c(=O)n3C)c1
15.9,0.3,O=C(CNC(=O)c1ccc2ccccc2c1)NCc1ccc(F)cc1
24.6,-2.7,COCCNC(=S)NNc1cccc(C(=O)O)c1
3.2,0.0,O=C(CNC(=O)c1cccc(Br)c1)N/N=C/c1cc(Br)cc(Br)c1O
14.6,-1.1,Cc1ccc2nc(SCC(=O)NC3CC3)[nH]c2c1
24.5,-0.3,O=C(/C=C/c1ccccc1[N+](=O)[O-])N1CCCCC1
26.9,0.5,CCOC(=O)N1CCN(C(=O)c2c[nH]c3ccc(S(=O)(=O)N(C)c4ccc(F)cc4)cc3c2=O)CC1
14.6,-0.1,Cc1cc(C)cc(NC(=O)CSc2nnc(Cn3c(=O)sc4ccccc43)n2C)c1
71.0*,-0.5,COc1ccccc1CNC(=O)CN(c1ccc(C)cc1)S(=O)(=O)c1c(C)noc1C
8.5,1.0,O=C(NC(=S)NCc1ccncc1)c1ccccc1
5.8,0.1,O=C(Nc1ccccc1N1CCCCC1)c1ccc(-c2cc(Cl)ccc2Cl)o1
26.3,-1.0,COc1ccc(N2CCN(c3cc(C)c4ccccc4n3)CC2)cc1

3 compounds already listed, ordered by molecular weight, ascending.
OX1R antag,STK33 inh,SMILES
24.5,-0.3,O=C(/C=C/c1ccccc1[N+](=O)[O-])N1CCCCC1
14.6,-1.1,Cc1ccc2nc(SCC(=O)NC3CC3)[nH]c2c1
8.5,1.0,O=C(NC(=S)NCc1ccncc1)c1ccccc1

(more compounds)
OX1R antag,STK33 inh,SMILES
19.8,-0.8,COc1ccc(-c2nnc(SCC(=O)c3ccc[nH]3)n2-c2ccccc2)cc1
1.3,-1.3,CCN(CCNC(=O)C1CCN(Cc2nc(-c3ccc(Cl)cc3)oc2C)CC1)c1ccccc1
13.7,28.0*,CCOc1ccc(-c2cc(CCCC(=O)NCCCOC)no2)cc1
18.6,0.3,COc1ccc(NC(=S)N(CCc2c(C)[nH]c3ccc(C)cc23)Cc2cccnc2)cc1
-0.3,-0.6,Cc1ccccc1NC(=O)Cc1nc(COC(=O)CCNS(=O)(=O)c2ccccc2)cs1
2.2,-0.7,O=C(Nc1ccc([N+](=O)[O-])cc1Br)c1cc2ccccc2nc1Cl
14.1,-0.2,CC(CCCC(C)(C)O)NC(=O)c1cc(COc2ccc3ncccc3c2)on1 (stereo not drawn)
25.8,14.1,COc1cc(OC)cc(C(=O)Nc2ccccc2NC(C)=O)c1
23.9,-0.2,Cc1sc(NC(=O)CN2CCCC2)nc1-c1ccc2c(c1)CCN2C(=O)c1cccc(F)c1
13.0,-1.5,COc1ccc(CNC(=O)C2C3C=CC4(CN(Cc5cccnc5)C(=O)C24)O3)cc1 (stereo not drawn)
2.1,1.5,CCc1nc(SCC(=O)NCc2ccco2)c2c(=O)n(C)c(=O)n(C)c2n1
63.0,-2.0,CC1CCCCC1NC(=S)Nc1ccc(SC(F)F)cc1 (stereo not drawn)
12.2,-0.2,O=C(O)CSC(=S)N1CCCCC1
-9.3,22.0,C#CCOCCOCCOCCNc1nc(N2CCN(C(=O)CCCCCCCCCCNC(=O)[C@H](CCCCN)n3cc(C[C@@H](C)CC)nn3)CC2)nc(N2CCN(C(=O)CCCCCCCCCCNC(=O)[C@H](CCCCN)n3cc(C[C@@H](C)CC)nn3)CC2)n1
0.1,-0.6,CC(Sc1nnc(-c2ccco2)n1N)C(=O)NC1CCCCC1C (stereo not drawn)
11.5,-1.1,COc1ccc(CNC(=O)CCNS(=O)(=O)c2ccc(C)cc2)cc1
7.0,/,CCN(CC)S(=O)(=O)c1cc(NC(=O)CO/N=C(\N)c2ccccc2Cl)ccc1C
15.1,/,CC(=Nc1ccc(C)cc1C)c1sc2ccccc2c1O
6.8,-0.2,CC(C)(C)OC(=O)C[C@@H]1C/C=C\C[C@H](CC(=O)NCCO)C(=O)N2CCC[C@H]2COC1=O
3.6,/,CCCCn1c(N)c(N(CCOC)C(=O)COC(=O)COc2cc(C)ccc2Cl)c(=O)[nH]c1=O
16.2,-0.8,COCn1ccnc1C(O)(c1ccc(OC)cc1)c1ccc(OC)cc1
6.1,-0.7,NC(=O)c1oc2ccccc2c1NC(=O)C1COc2ccccc2O1 (stereo not drawn)
0.6,-2.5,O=c1cc(O)c(-c2cccc(C(F)(F)F)c2)c(Cl)[nH]1
9.7,-2.3,O=C(CSc1nc(SCC(=O)NCc2ccccc2)n(-c2ccccc2)n1)NCc1ccccc1

Entries from the list above containing fluorine:
OX1R antag,STK33 inh,SMILES
10.7,-1.7,Cn1ncc(C(=O)Nc2ccc(OC(F)(F)F)cc2)c1-n1cccc1
16.8,-0.4,COc1cc(C(=O)OCC(=O)NC(=O)c2cccn2C)ccc1OC(F)F
7.5,-0.1,COc1cc(NC(=O)C(F)(F)F)cc(OC)c1
30.4,0.0,COc1ccc(O)c(C(=O)c2cnc3c(c2)c(-c2ccc(F)cc2)c(C#N)c(=O)n3C)c1
15.9,0.3,O=C(CNC(=O)c1ccc2ccccc2c1)NCc1ccc(F)cc1
26.9,0.5,CCOC(=O)N1CCN(C(=O)c2c[nH]c3ccc(S(=O)(=O)N(C)c4ccc(F)cc4)cc3c2=O)CC1
23.9,-0.2,Cc1sc(NC(=O)CN2CCCC2)nc1-c1ccc2c(c1)CCN2C(=O)c1cccc(F)c1
63.0,-2.0,CC1CCCCC1NC(=S)Nc1ccc(SC(F)F)cc1 (stereo not drawn)
0.6,-2.5,O=c1cc(O)c(-c2cccc(C(F)(F)F)c2)c(Cl)[nH]1

(more compounds)
OX1R antag,STK33 inh,SMILES
5.6,-2.2,Cc1cccn2c(=O)nc(SCC(=O)c3ccccc3)nc12
/,-0.1,COc1ccc(-c2ncncc2-c2ccc(OC)c(OC)c2)c(O)c1
13.0,-0.1,O=C(Cc1ccc(Cl)cc1)NNC(=O)Nc1cccc2ccccc12
-0.1,0.1,CCn1c(SCC(=O)Nc2cc(S(=O)(=O)N3CCOCC3)ccc2OC)nnc1-c1ccncc1
18.0,-0.2,COc1ccc(-c2sc3ccc(N4CCOCC4)cc3c2C#CC(C)(C)O)cc1
13.8,0.6,CCCc1nc(SCC(=O)N2CCCC2)c2c(=O)n(C)c(=O)n(C)c2n1
40.4,-0.1,CC(C)Cn1cc(C(=O)NC2CCN(Cc3ccccc3)CC2)c2c3ccccc3n(C)c2c1=O
26.1,-2.1,O=C(Nc1ccccc1C(=O)N1CCCC1)c1ccc(Cl)c([N+](=O)[O-])c1
5.4,-0.5,COC(=O)NC(=S)N1CCOCC1
14.8,-3.1,CC(OC(=O)c1cccc(-n2cnnn2)c1)C(=O)Nc1ccc(F)cc1 (stereo not drawn)
10.2,0.8,COc1ccc(-c2noc(CN3CCN(c4ccccc4)CC3)n2)cc1
12.0,-0.5,O=C(Nc1nc2ccc(Cl)cc2s1)c1cccc(N2C(=O)CCC2=O)c1
18.3,-2.1,Cc1onc(-c2c(Cl)cccc2Cl)c1C(=O)Nc1ccc2c(c1)OCO2
10.5,0.1,O=C(Nc1ccccc1)C1CCOC1=O (stereo not drawn)
16.9,-0.4,CCOC(=O)C1=CC[C@@H](c2cc(OC)c(OC)c(OC)c2)N(S(=O)(=O)c2ccc(C)cc2)[C@H]1C(=O)OCC
14.2,-0.3,Cc1ccc(NC(=O)NCc2cccnc2)cc1Cl
17.9,-0.2,CCOC(=O)c1ccccc1NC(=O)C1CCN(c2ncnc3sc(C)c(C)c23)CC1
1.0,-1.0,Cc1ccc(N2CCN(S(=O)(=O)c3ccc4c(c3)NC(=O)C(C)C(=O)N4)CC2C)cc1 (stereo not drawn)
23.1,1.8,O=S(=O)(Nn1c(O)c(C=C2N=c3ccccc3=N2)sc1=S)c1ccccc1
12.7,-0.8,O=C(CC1S/C(=N\S(=O)(=O)c2ccccc2)N(c2ccccc2)C1=O)Nc1ccc(F)cc1 (stereo not drawn)
7.6,0.6,C=CCNCC(=O)Nc1ccccc1SCC(=O)Nc1ccsc1C(=O)OC
20.1,-0.7,CCOC(=O)c1[nH]c2cc3c(cc2c1NC(=O)CN1CCC2(CC1)OCCO2)OCO3
3.2,-0.1,CCCn1c(C(Cc2ccccc2)NC(=O)COC)nc2ccccc21 (stereo not drawn)
15.7,-0.7,CC(=O)/C(CN1CCCCC1)=N\O
5.5,0.0,O=C(c1ccc2c(c1)N(Cc1ccccc1)C(=O)CS2)N1CCOCC1
42.5,-1.1,Cc1ccc(NC(=O)CCS(=O)(=O)c2cccc3nonc23)cc1
5.0,-0.6,CCOC(=O)c1sc2nc(CC(=O)OC)nc(NCCN(CC)CC)c2c1C
7.0,0.9,N#C/C(=C\c1c(N2CCCCC2)nc2ccccn2c1=O)S(=O)(=O)c1ccccc1
22.5,-0.2,CCOC(=O)c1ccccc1NC(=O)C1COc2ccccc2O1 (stereo not drawn)
4.3,0.6,COc1ccc(CC2(CO)CCN(Cc3cccnc3)CC2)cc1
3.6,/,CN(C)C(=O)CCc1ccc2c3c([nH]c2c1)[C@]1(C)[C@@H](C(=O)N2CCOCC2)C[C@H](CC(=O)NCCC2=CCCCC2)C(=O)N1CC3
11.9,0.0,CC1CCCC(C)N1CC(O)Cn1c2ccccc2c2ccccc21 (stereo not drawn)
3.7,-0.3,CN1CCC(N(CCc2ccccc2)C(=O)CCC(=O)O)CC1
34.4,-2.0,CN(C(=O)COC(=O)c1cc2c(s1)CCCCC2)C1CCS(=O)(=O)C1 (stereo not drawn)
4.9,-0.9,Cc1ccc(C)c(N2CCN(C(=O)Cc3c(C(=O)O)[nH]c4ccc(Cl)cc34)CC2)c1
5.6,0.1,Cn1c(=O)n(C)c2cc([N+](=O)[O-])c(N3CCN(C(=O)c4cccc(F)c4)CC3)cc21
7.7,-0.7,O=C(CN1C(=O)c2ccccc2S1(=O)=O)Nc1cccc(S(=O)(=O)N2CCCCC2)c1
20.0,-0.8,O=C(Nc1nnc(S(=O)(=O)N2CCOCC2)s1)c1cccc(Br)c1
26.6,-2.1,COc1ccc(NC(=O)CSc2nnc(NC(=O)C3CC3)s2)cc1OC
8.6,-1.6,NC(=O)c1ccc(=O)n(Cc2ccc(F)c(F)c2)c1
12.6,-0.9,COc1ccc(OC)c(-c2nn(-c3ccccc3)cc2C(=O)N2CCc3ccccc3C2)c1
3.8,2.4,CCn1c(C)[n+](CC)c2ccc(S(=O)(=O)NC)cc21
4.8,-0.4,Cc1cccc(NC(=O)C2CCN(S(=O)(=O)c3ccc(Cl)cc3)CC2)n1
18.8,1.4,CCOC(=O)CN(C(=O)CSc1nnc2c(n1)[nH]c1ccc(OC)cc12)c1ccc(F)cc1

Assay outcomes deposited in PubChem by several laboratories.
